Source: PubChem
KCNQ2 block – KCNQ2 potassium channel inhibitors, primary screen, cell-based, CHO-K1, FluxOR thallium flux, B-score (AID 2156). O88943. 20 min; hits give low values. B-score at 10 µM. actives 1.1% (n = 310,000);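 active means fluorescence ratio B-score at most minus 3 library SDs, with starting brightness B-score within 2 library SDs, cut at about -5.5 in these data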
Target sequence (O88943 whole entry, looked up): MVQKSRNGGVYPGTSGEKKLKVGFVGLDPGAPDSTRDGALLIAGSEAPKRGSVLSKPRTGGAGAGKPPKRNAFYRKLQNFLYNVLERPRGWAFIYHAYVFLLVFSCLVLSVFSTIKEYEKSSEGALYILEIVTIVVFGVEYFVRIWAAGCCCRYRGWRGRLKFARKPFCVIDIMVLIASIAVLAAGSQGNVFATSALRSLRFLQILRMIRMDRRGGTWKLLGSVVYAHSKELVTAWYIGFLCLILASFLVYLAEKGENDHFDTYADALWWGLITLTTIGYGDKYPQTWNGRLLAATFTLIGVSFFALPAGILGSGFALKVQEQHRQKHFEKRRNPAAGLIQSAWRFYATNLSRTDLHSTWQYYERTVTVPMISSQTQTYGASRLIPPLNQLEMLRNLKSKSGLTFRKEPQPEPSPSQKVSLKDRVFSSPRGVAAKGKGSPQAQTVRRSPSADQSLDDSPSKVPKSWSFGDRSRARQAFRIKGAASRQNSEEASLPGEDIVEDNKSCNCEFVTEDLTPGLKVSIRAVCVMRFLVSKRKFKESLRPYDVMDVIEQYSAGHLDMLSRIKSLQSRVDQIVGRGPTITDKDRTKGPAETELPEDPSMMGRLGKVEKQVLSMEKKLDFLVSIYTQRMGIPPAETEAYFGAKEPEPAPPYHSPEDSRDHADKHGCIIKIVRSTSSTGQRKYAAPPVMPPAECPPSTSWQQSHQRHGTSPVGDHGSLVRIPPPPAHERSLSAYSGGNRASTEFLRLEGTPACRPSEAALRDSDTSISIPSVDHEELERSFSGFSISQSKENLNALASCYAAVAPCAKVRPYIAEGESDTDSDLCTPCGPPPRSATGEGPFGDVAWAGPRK
Kir21 inh – inhibitors of mouse Kir2.1 inward-rectifier potassium channel; P35561; actives 0.85% (n = 310,000); HEK293-Kir2.1, FluxOR thallium flux fluorescence; hits give low values; B-score at 10 µM; AID 1672;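 active means fluorescence ratio B-score at or below minus 3 SD of library scores, with starting-brightness B-score within 2 SD, cut at about -4.2 in these data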;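 further: channel flux triggered by added potassium and thallium sulfate stimulus; B-score of peak minus minimum fluorescence over baseline after thallium stimulus; more negative B-score means stronger Kir2.1 block with less thallium influx; some compounds called inactive have numbers as strong as hits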
The depositor's hits bear a star; i = inactive; & = joins results of further samples.

canonical_smiles | KCNQ2 block | Kir21 inh
O=C1C2CCCN2C(c2ccccc2F)N1c1ccc(Cl)cc1 (stereo unspecified) | i | 0.16
O=S(=O)(O/N=C1\CCCc2ccccc21)c1ccc(Cl)cc1 | i | -0.09
O=c1[nH]c(Cc2ccccn2)nc2scc(-c3ccc(Cl)cc3)c12 | i | -0.1
CCOc1ncccc1C(=O)OCc1cn2cc(Cl)ccc2n1 | i | 0.64
COc1ccccc1CNC(=O)c1ccc(S(=O)(=O)N(C)C)cc1 | i | 2.2
Cc1cc(OCc2ccc(F)cc2)nc(-c2ccccc2O)n1 | i | -0.28
O=C(N/N=C/c1cccc([N+](=O)[O-])c1)c1nc2ccccc2c(=O)[nH]1 | i | 1.3
Cc1cc(NC(=O)CSc2ccc3nnc(CCNS(=O)(=O)c4ccccc4)n3n2)no1 | i | -0.08
O=C1Nc2cc3c(cc2C1=O)sc1ccccc13 | i | 1.4
Cc1nc(C(=O)NCc2ccccc2)sc1C1(C)CC(c2cccnc2)=NO1 (stereo unspecified) | i | -0.57
CC(NS(=O)(=O)c1ccc(Cl)cc1)C(=O)NCc1ccco1 (stereo unspecified) | i | 1.2
CCOC(=O)c1c(NC(=O)Cc2cccs2)sc(C(=O)NC2CCCC2)c1C | i | 1.1
O=C1C2C3c4ccccc4C(c4ccccc43)C2C(=O)N1c1nc(-c2ccccc2)cs1 (stereo unspecified) | i | 1.1
Cc1nn(C)cc1CNC(=O)c1cccc(Br)c1 | i | 0.37
CC(CN1CCCCC1)OC(=O)c1ccc(Cl)cc1Cl (stereo unspecified) | i | -1.2
CCn1c(-c2nn(-c3ccccc3)ccc2=O)n[nH]c1=S | i | 0.53
CCOC(=O)C1CCN(C(=O)c2c(-c3c(F)cccc3Cl)noc2C)CC1 | i | 0.61
COC(=O)C1=C(C(=O)OC)[C@@H]2N(C)c3ccccc3[C@@]23C[C@@H](C(=O)OC)N(C(=O)c2cc(C)oc2C)C3=N1 | i | -0.91
NC(=O)[C@@H]1CCCNc2c(I)cc([N+](=O)[O-])cc2C(=O)N[C@@H](CO)C(=O)N[C@@H](Cc2ccc(O)cc2)C(=O)N1 | i | -0.74
COc1ccc(CCC(=O)NCCCNC(=O)CCc2ccc(OC)cc2)cc1 | i | -0.46
COc1cccc(C(=O)OC(C)CN2CCCC2)c1 (stereo unspecified) | i | 0.64
O=c1[nH]c(=S)[nH]c2[nH]c(=S)[nH]c12 | i | -0.41
O=C(NNC(=O)C1CCN(S(=O)(=O)c2ccc(Cl)cc2)CC1)c1ccc(Cl)cc1 | i | 1.5
COc1cc(OC)cc(C(=O)N[C@H](C(=O)OCC(=O)Nc2ccc(C(C)C)cc2)C(C)C)c1 | i | 0.22
CCCN1CCN(C(=O)CN2C(=O)COc3ccc(S(=O)(=O)N(CC)CC)cc32)CC1 | i | -0.17
CC(=O)Nc1ccc(OCCCNC(=O)c2c(-c3ccccc3)noc2C)cc1 | i | -0.55
S=C1NC2(CCS1)Oc1ccccc1C1CC(c3ccccc3)=NN12 (stereo unspecified) | i | 0.36
Brc1ccccc1-c1csnn1 | i | 0.39
COc1ccc(-c2nc(CN3CCCCC3CCc3ccccn3)c(C)o2)cc1 (stereo unspecified) | i | -1.5
Cc1c(NC(=O)C(C)c2ccc(CC(C)C)cc2)c(=O)n(-c2ccccc2)n1C (stereo unspecified) | i | -0.36

The list goes on:
canonical_smiles | KCNQ2 block | Kir21 inh
O=C(CCNC(=O)c1ccc(Cl)cc1)Nc1ccc(Cl)cc1F | i | -0.2
Cc1ccc(CCNC(=O)C2CCC(=O)N2Cc2cccnc2)cc1 (stereo unspecified) | i | 0.08
CN(C)CCCN1C(=O)C(=O)/C(=C(/O)c2ccncc2)C1c1cccnc1 (stereo unspecified) | i | -0.96
CCCCOc1cccc(NC(=O)CSc2nccn2C)c1 | i | -0.03
O=C(c1ccccc1F)N1C(=O)c2cccc3cccc1c23 | i | 0.53
O=C(NC1CCCC1)C(=O)N(c1ccccc1F)C(C(=O)NCC1CCCO1)c1cccs1 (stereo unspecified) | i | 1.3
O=C(Nc1ccncc1Cl)c1ccncc1 | i | 1.1
COc1ccc(NC(=S)NN(C)C(=S)Nc2ccc(OC)cc2)cc1 | i | 0.94
CC(=O)NC(C)C(=O)OCC(=O)Nc1ccc(Br)cc1 (stereo unspecified) | i | -1.1
CC(=O)c1c(C)[nH]c(C(=O)N2CCN(S(=O)(=O)c3ccc(F)c(F)c3)CC2)c1C | i | 0.96
CCOC(=O)N1CCN(C(=O)COc2cc(C)c(Cl)c(C)c2)CC1 | i | 0.42
Cc1onc(NC(=O)NC(=O)c2c(Cl)cccc2Cl)c1Br | i | -1.6
COC(=O)[C@H](C)NC(=O)NC(C)CCc1ccccc1 (stereo partly specified) | i | -0.17
CCC(=O)N=c1n(C)c2ccccc2n1CCOc1ccccc1 | i | -0.38
O=[N+]([O-])c1c(NCCO)cc(N2CCCCC2)c2nonc12 | i | 0.08
COc1ccccc1CNC(=O)C1CC2Cn3c(nc4cc5ccccc5cc43)C2N1C (stereo unspecified) | i | 1.6
Cc1ccc(OCC(=O)N/N=C/c2cccc3cccnc23)cc1 | i | 0.89
O=c1[nH]c(-c2ccc(Cl)cc2)nc2c1cnn2-c1ccccc1 | i | 2.2
O=C(COc1ccc(Cl)cc1Cl)Nc1ccc(CN2CCOCC2)cc1 | i | 0.69
CC(=O)c1cccc(N2C(=O)C3C4CCC(C4=C(C)C)C3C2=O)c1 (stereo unspecified) | i | 0.03
Cc1ccc(C)c(NC(=O)CSc2nnc(-c3ccccc3)o2)c1 | i | -0.24
Cc1cc(C)c(NC(=O)Cn2nnc(C(=O)NCCc3ccccc3)c2N)c(C)c1 | i | -0.46
COCCN(C(=O)CSc1nc2ccccc2c(=O)n1C(C)COC)c1c(N)n(Cc2ccccc2)c(=O)[nH]c1=O (stereo unspecified) | i | 0.78
COc1ccc(CCN(C)C(=O)c2c(C)nn(CC(C)C)c2Cl)cc1OC | i | 1.5
CC(=O)c1sc(NC(=O)c2ccccc2)nc1-c1ccccc1 | i | -0.87
COc1ccc(CCN(C)CCC(=O)Nc2ccc(C)cc2)cc1OC | i | 1.3
Cc1ccccc1OCCC(=O)NCCc1ccc(S(N)(=O)=O)cc1 | i | 0
CC(=O)Nc1ccc(NC(=O)COC(=O)C2(c3ccc(Cl)cc3)CCCC2)cc1 | i | -0.33
CC(C)Oc1ccc(C(=O)NCc2ccco2)cc1 | i | -0.04
CC1OC2C(OC1C)N(S(C)(=O)=O)CCN2S(C)(=O)=O (stereo unspecified) | i | 0.03

One compound at a time, from the list above. Values in the order: KCNQ2 block	Kir21 inh
Listed for CCCCOc1cccc(NC(=O)CSc2nccn2C)c1 : i	-0.03
Listed for CC(=O)c1c(C)[nH]c(C(=O)N2CCN(S(=O)(=O)c3ccc(F)c(F)c3)CC2)c1C : i	0.96
Listed for COc1ccc(NC(=S)NN(C)C(=S)Nc2ccc(OC)cc2)cc1 : i	0.94

Next compounds follow.
canonical_smiles | KCNQ2 block | Kir21 inh
COc1ccc(CN(C)C(=O)CCN(c2ccccc2)S(=O)(=O)c2ccc(C)cc2)c(OC)c1 | i | 1.9
CCCCc1nnc(NC(=O)c2ccc3[nH]c(=O)c(=O)[nH]c3c2)s1 | i | -0.91
CC(=O)C1=C(C)Nc2ncnn2C1c1cccc(OCc2ccccc2)c1 (stereo unspecified) | i | 2.4
CCCCCc1c(C)[nH]c2nc3ccccc3n2c1=O | i | -1.1
O=C(O)CCCNC(=O)c1cncc(O)c1 | i | -0.43
COc1ccc(Nc2nc(N)nc(C(F)(F)F)n2)c(OC)c1 | i | 1.3
CCc1nn(CC(=O)NCCCN2CCN(C)CC2)c(=O)c2cc3occc3n12 | i | -1.4
Cc1ccc(S(=O)(=O)N2CCOCCOCCOCCOCCOCC2)cc1 | i | -0.98
CCc1nnc(NC(=O)c2ncc(Cl)c(Cl)c2Cl)s1 | i | -0.12
O=C1C=C(N2CCOCC2)CO1 | i | 0.68
COc1ccc(C2C3=C(CC(C)(C)CC3=O)Nc3nc(C)nn32)cc1OC (stereo unspecified) | i | 2.1
COc1ccc(NC(=O)CSc2nc(C)cs2)cc1 | i | -0.71
COc1ccccc1N1CCN(C(=O)COc2cc(C)cc3oc(=O)cc(C)c23)CC1 | i | -0.6
O=C(CCC(=O)OCc1ccc([N+](=O)[O-])cc1)Nc1ccc(F)cc1 | i | 0.24
O=C(O)Cc1sc(Nc2cccc3ccccc23)nc1-c1ccc(Cl)cc1 | -8.2* | 1.3
COC(=O)CSc1nc2ncccc2[nH]1 | i | -1.1
Clc1ccccc1-c1nnc2n1CCCCC2 | i | 0.6
Cc1sc(NC(=O)C2C3CCC(O3)C2C(=O)O)nc1-c1ccc(CC(C)C)cc1 (stereo unspecified) | i | 0.4
COc1ccc(C(=O)COC(=O)CCNS(=O)(=O)c2ccccc2)cc1Br | i | 1.4
Nc1ccc(C(=O)O)cc1 | i | -0.14&-0.45&0.26
N#Cc1ccc(NC(=O)COC(=O)CCNS(=O)(=O)c2ccccc2)cc1 | i | 0.38
NC(=O)c1ccc[n+](CC(=O)c2ccccc2)c1 | i | -0.72
O=c1[nH]c(CSc2ncnc3sc(-c4ccccc4)cc23)nc2ccccc12 | i | -1.1
Cc1ccc(CC(=O)Nc2ccc(C(=O)N3CCOCC3)cc2)cc1 | i | -0.6
CN(C)CCN1C(=O)C(O)=C(C(=O)c2cc3ccccc3o2)C1c1ccccn1 (stereo unspecified) | i | 0.64
O=C(NCc1ccccc1)c1cc(S(=O)(=O)N2CCOCC2)ccc1F | i | 0.74
COc1cccc(/C=C2\SC(=S)N(c3cccnc3)C2=O)c1OC | i | 0.77
CC(CC(=O)NC1CCCC1)c1ccccc1 (stereo unspecified) | i | 0.73
CC[C@H](C)/C=C/C1=CC2=C(Cl)C(=O)[C@@]3(C)OC(=O)C(C(=O)[C@H](C)[C@@H](C)O)=C3C2=CO1 | i | -0.61
COc1ccccc1Nc1nc(N)nc(CN2CCc3ccccc3C2)n1 | i | -0.52

Arranged by SMILES length (highest first): five of the compounds above.
canonical_smiles | KCNQ2 block | Kir21 inh
COc1ccc(CN(C)C(=O)CCN(c2ccccc2)S(=O)(=O)c2ccc(C)cc2)c(OC)c1 | i | 1.9
CCOC(=O)N1CCN(C(=O)COc2cc(C)c(Cl)c(C)c2)CC1 | i | 0.42
COc1cccc(/C=C2\SC(=S)N(c3cccnc3)C2=O)c1OC | i | 0.77
CCC(=O)N=c1n(C)c2ccccc2n1CCOc1ccccc1 | i | -0.38
CCCCCc1c(C)[nH]c2nc3ccccc3n2c1=O | i | -1.1

Continuation:
Molecule,KCNQ2 block,Kir21 inh
CCOc1ccc(/C(O)=C2/C(=O)C(=O)N(CCCN3CCOCC3)C2c2ccc(F)cc2)cc1C (stereo unspecified),i,0.17
O=C(c1ccc(Br)cc1)c1cc(-c2ccccn2)c(N2CCOCC2)s1,i,-4.1e-16
CCN1C(=NCc2ccco2)N[C@@H](c2cccc(F)c2)C(C(=O)OC)=C1C,i,-1.6
COc1cc2c(cc1OC)CN(CC(=O)Nc1cccc([N+](=O)[O-])c1)CC2,i,-1.6
O=C(Nc1cccc(-c2nc3ccccc3s2)c1)c1cc(-n2cnnc2)ccc1Cl,i,1.6
Cc1[nH]cnc1CSCCN,i,0.05
CCc1ccc(NC(=O)[C@H](C)NC(=O)C2CCN(C(=O)[C@@H](N)CC(C)C)CC2)cc1,i,-1.6
O=C(Nc1ccc(F)cc1)C1CCN(C(=O)c2ccc([N+](=O)[O-])cc2)CC1,i,-0.42
O=C(CCS(=O)(=O)c1cccs1)NC1CCCCCC1,i,0.02
CCCCCCC1CC(=O)NC(=S)N1 (stereo unspecified),i,0.04
COc1ccc(-c2nnc(NC(=O)c3c(OC)cccc3OC)s2)cc1,i,0.21
Cc1cc(C)n2c(SCC(C)C)nnc2n1,i,1.3

The list goes on; it opens with the two that closed the last part.
Molecule,KCNQ2 block,Kir21 inh
COc1ccc(-c2nnc(NC(=O)c3c(OC)cccc3OC)s2)cc1,i,0.21
Cc1cc(C)n2c(SCC(C)C)nnc2n1,i,1.3
CNc1cc(Cl)nc(SC)n1,i,0.07
CC1CC(C)CN(CCCNC(=O)CCNC(=O)Cn2ccc3ccccc3c2=O)C1 (stereo unspecified),i,-0.55
COCCn1c(=O)[nH]c2cc(C(=O)N3CCN(c4ccccc4F)CC3)ccc2c1=O,i,-0.29
Cc1cccc(N2CCN(C(=O)C(NS(=O)(=O)c3cccs3)c3ccccc3)CC2)c1C (stereo unspecified),i,-1.1
Cc1ccc(C(=O)NCCC(=O)N2CCC3(CC2)NCCc2[nH]cnc23)cc1C,i,-1.7
COC(C(=O)Nc1ccc(S(=O)(=O)Nc2ccc(F)cc2)cc1)c1ccccc1 (stereo unspecified),i,0.05
Cc1nn(C)cc1/C=C/C(=O)c1ccccc1,i,-2.1
COc1ccc(-c2c(C)nn(-c3ccccc3)c2NC(C)=O)cc1OC,i,0.11
S=C(NCCCN1CCOCC1)N1CCN(c2nc(-c3ccccc3)cs2)CC1,i,0.89
Cc1ccccc1CN1CCN(C(=O)c2ccco2)CC1,i,0.81
CCNS(=O)(=O)c1ccc(S(=O)(=O)N(Cc2ccccn2)C2CCCCC2)cc1,i,-1.1
CCCCn1c(NC(=O)CC)c(C#N)c2nc3ccccc3nc21,i,-0.7
COc1cccc(C(=O)COC(=O)CCC(=O)c2ccccc2)c1,i,-0.44

Look-ups from the entries so far:
CNc1cc(Cl)nc(SC)n1 @ Kir21 inh: 0.07
Cc1nn(C)cc1/C=C/C(=O)c1ccccc1 @ Kir21 inh: -2.1
